SIRT5 inh – blocks human SIRT5 desuccinylation of peptide. Q9NXA8. Purified SirT5, succinyl-peptide AMC, trypsin-coupled fluorescence. inhibition, % at 15 µM. 330,000 compounds, 1.1% hits; in the data active means inhibition above about 15%
Target sequence (Q9NXA8 whole entry, looked up): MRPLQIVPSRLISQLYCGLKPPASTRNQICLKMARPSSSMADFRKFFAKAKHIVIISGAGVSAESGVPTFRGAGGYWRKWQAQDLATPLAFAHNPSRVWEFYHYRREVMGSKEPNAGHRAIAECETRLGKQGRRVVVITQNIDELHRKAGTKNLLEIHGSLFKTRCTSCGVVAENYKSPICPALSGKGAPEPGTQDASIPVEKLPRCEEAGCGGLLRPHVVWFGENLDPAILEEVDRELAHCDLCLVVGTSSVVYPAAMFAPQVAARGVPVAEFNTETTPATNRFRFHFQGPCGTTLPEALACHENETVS
ARNT-TACC3 inh – disruptors of human ARNT/TACC3 interaction; inhibition, % at 9.99 µM; AID 623870; Q9Y6A5; AlphaScreen His-ARNT PAS-B/GST-TACC3 binding, luminescence; TACC3 fragment carries E629A point mutation; 390,000 compounds, 0.66% hits;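 active means mean inhibition of replicates at least 50% and at least half of replicates each reaching 50%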;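 further: 0% = complete ARNT plus TACC3 wells and 100% = ARNT alone without TACC3; many hits fall short of the cut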
ERp5 block – blocks human ERp5 reductase activity on insulin | Q15084 | ERp5 insulin aggregation, absorbance 650 nm, 90 min | inhibition, % at 9.99 µM | 350,000 compounds, 0.05% hits | AID 651711;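 active means mean replicate inhibition above about 25%, with every replicate also reaching it, limit read from the data, passing the limit was not always enough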
Target sequence (Q15084 whole entry, looked up): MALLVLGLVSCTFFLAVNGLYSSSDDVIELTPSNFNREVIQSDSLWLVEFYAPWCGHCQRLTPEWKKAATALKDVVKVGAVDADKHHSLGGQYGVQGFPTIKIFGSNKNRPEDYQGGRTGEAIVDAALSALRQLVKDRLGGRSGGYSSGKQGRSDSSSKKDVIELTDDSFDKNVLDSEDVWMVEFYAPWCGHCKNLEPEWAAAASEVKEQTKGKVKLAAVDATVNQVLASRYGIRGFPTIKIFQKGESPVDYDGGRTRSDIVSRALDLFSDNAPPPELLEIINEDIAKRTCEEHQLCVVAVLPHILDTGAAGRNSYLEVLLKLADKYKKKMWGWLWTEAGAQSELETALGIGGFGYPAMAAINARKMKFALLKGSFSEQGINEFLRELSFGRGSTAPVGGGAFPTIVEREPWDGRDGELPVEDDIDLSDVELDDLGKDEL
esBAF inh – inhibitors of esBAF chromatin remodeling in mouse ES cells; Bmi1-luciferase knock-in reporter, 24 h; 100% = twice the neutral-well signal; reporter increase, % at 12.5 µM; 350,000 compounds, 2% hits; AID 602393; in the data active means activation above about 40%;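 further: 0% = median of the plate's neutral control wells and 100% = double that signal; a rise in the Bmi1 reporter signal indicates esBAF inhibition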
C2C12 statin – suppression of simvastatin myotoxicity | C2C12 myotubes + simvastatin, ATP luminescence, 48 h; scaled: DMSO 0, geranylgeraniol control 100 | rescue of ATP level, % at 7.49 µM | 330,000 compounds, 0.78% hits;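 active means mean ATP rescue above about 67%, or every replicate alone reaching that limit, limit read from the data, passing the limit was not always enough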;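 further: myotubes were challenged with 10 µM simvastatin during compound exposure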
miR122 inh – blocks miR-122 activity in Huh7 sensor cells. 340,000 compounds, 0.3% hits. Huh7 miR-122 Renilla luciferase sensor, 48 h; neutral wells = 0, positive control = 100. activation (reporter increase), % at 12.5 µM;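 active means mean replicate activation score at least 90 and every replicate individually at or above 90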;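 further: higher luciferase means less miR-122 activity so hits act as miR-122 inhibitors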
Cneo AK release – causes C. neoformans cell lysis | adenylate kinase release luminescence, 4 h; normalised: neutral wells 0, clomiphene wells 100 | lysis activity, % at 15 µM | 360,000 compounds, 0.2% hits;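 active means mean lysis activity across replicates of at least 80%, whatever share of replicates individually reach that level; inactive means mean lysis activity below 80%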
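Material: C. neoformans cells; Schedule: 4 h static compound exposure, 37 °C, read 1 h post-reagent; Measured by: adenylate kinase release luminescence; Read-out: signal increase indicating cell lysis; Controls: Clomiphene as positive lysis control.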
* hit, by the source's call; & = joins results of further samples; [ ] = another dose, or the depositor's remark. Hits appear at their usual frequency; any-hit rate near 4%.

`O=C(NCC(c1cccnc1)N1CCOCC1)NC1CCCCC1` (stereo not drawn) gave SIRT5 inh -2, ARNT-TACC3 inh 14, ERp5 block 1, esBAF inh -5, C2C12 statin -1 and miR122 inh -32.
For Cc1ccccc1-c1ccc2c(c1)O[C@H](CN(C)C(=O)C1CC1)[C@H](C)CN([C@@H](C)CO)S2(=O)=O the results were SIRT5 inh 0, ARNT-TACC3 inh -3, ERp5 block -7, esBAF inh -9, C2C12 statin -12 and Cneo AK release -3.
`N#Cc1ccsc1NC(=O)COC(=O)CCCSc1nc2ccccc2s1` gave ARNT-TACC3 inh 16, esBAF inh -49, C2C12 statin -6, miR122 inh 1 and Cneo AK release -5.
Screening Cc1ccc(CN2CC(C(=O)NNC(=O)Cn3ccc(C(F)(F)F)n3)CC2=O)cc1 (stereo not drawn) returned SIRT5 inh -4, ARNT-TACC3 inh 1, ERp5 block 6, esBAF inh -8, C2C12 statin 1, miR122 inh -5 and Cneo AK release 2.
Cc1ccc(C)n1NC(=O)c1ccccc1Cl was read as ARNT-TACC3 inh 4, esBAF inh -7, C2C12 statin -7, miR122 inh -2 and Cneo AK release 0.
For O=C(c1cc2sccc2n1Cc1ccccc1)N1CCc2ccccc21 the results were ARNT-TACC3 inh -5, esBAF inh -10, C2C12 statin 11, miR122 inh -2 and Cneo AK release -1.
Screening Cc1c(O)ccoc1=O returned SIRT5 inh 0, ARNT-TACC3 inh 4, ERp5 block 4, esBAF inh -1, C2C12 statin -4, miR122 inh 0 and Cneo AK release 0.
CC(=O)Nc1ccc2nc(C3CCCCC3)[nH]c2c1 was read as ARNT-TACC3 inh 0, esBAF inh 6, miR122 inh -10 and Cneo AK release -1.
COc1ccc(-c2nc3n(n2)C(c2cccnc2)C(C(N)=O)=C(C)N3)cc1 (stereo not drawn) was read as ARNT-TACC3 inh -2, esBAF inh 2, C2C12 statin 4, miR122 inh 9 and Cneo AK release 0.
`CCC1(c2ccccc2)NC(=O)N(CC#N)C1=O` (stereo not drawn) gave SIRT5 inh 0, ARNT-TACC3 inh 1, ERp5 block -1, esBAF inh -3, C2C12 statin 14 and miR122 inh 1.
C[C@@H]1CN([C@H](C)CO)C(=O)Cc2cc(NS(=O)(=O)c3ccc(Cl)cc3)ccc2O[C@H]1CN(C)C(=O)Nc1ccc2c(c1)OCO2 was read as esBAF inh 4, C2C12 statin 25 and miR122 inh -2[16.7 µM].
For CC(C)NC(=O)N[C@@H]1CC[C@H](CC(=O)NCCN2CCCC2)O[C@H]1CO the results were SIRT5 inh 3, ARNT-TACC3 inh 28, ERp5 block -2, esBAF inh 1, C2C12 statin -1 and Cneo AK release -2.

The closing six compounds of the part above open the next one:
Screening Cc1c(O)ccoc1=O returned SIRT5 inh 0, ARNT-TACC3 inh 4, ERp5 block 4, esBAF inh -1, C2C12 statin -4, miR122 inh 0 and Cneo AK release 0.
CC(=O)Nc1ccc2nc(C3CCCCC3)[nH]c2c1 was read as ARNT-TACC3 inh 0, esBAF inh 6, miR122 inh -10 and Cneo AK release -1.
COc1ccc(-c2nc3n(n2)C(c2cccnc2)C(C(N)=O)=C(C)N3)cc1 (stereo not drawn) was read as ARNT-TACC3 inh -2, esBAF inh 2, C2C12 statin 4, miR122 inh 9 and Cneo AK release 0.
`CCC1(c2ccccc2)NC(=O)N(CC#N)C1=O` (stereo not drawn) gave SIRT5 inh 0, ARNT-TACC3 inh 1, ERp5 block -1, esBAF inh -3, C2C12 statin 14 and miR122 inh 1.
C[C@@H]1CN([C@H](C)CO)C(=O)Cc2cc(NS(=O)(=O)c3ccc(Cl)cc3)ccc2O[C@H]1CN(C)C(=O)Nc1ccc2c(c1)OCO2 was read as esBAF inh 4, C2C12 statin 25 and miR122 inh -2[16.7 µM].
For CC(C)NC(=O)N[C@@H]1CC[C@H](CC(=O)NCCN2CCCC2)O[C@H]1CO the results were SIRT5 inh 3, ARNT-TACC3 inh 28, ERp5 block -2, esBAF inh 1, C2C12 statin -1 and Cneo AK release -2.
COCc1cn(CC[C@@H]2CC[C@@H](NC(=O)Nc3ccc(F)cc3)[C@H](CO)O2)nn1 was read as SIRT5 inh 2, ARNT-TACC3 inh -10, ERp5 block -4, esBAF inh 0, C2C12 statin -4 and Cneo AK release 17.
CC1=C(C(N)=O)C(c2ccc(Cl)c(Cl)c2)n2ncnc2N1 (stereo not drawn) was read as SIRT5 inh -5, ARNT-TACC3 inh 3, ERp5 block 2, esBAF inh -4, C2C12 statin -1, miR122 inh -1 and Cneo AK release 2.
C[C@H](CO)N1C[C@H](C)[C@H](CN(C)Cc2cccc(C(=O)O)c2)Oc2ncc(C#CCN(C)C)cc2C1=O was read as SIRT5 inh -4, ARNT-TACC3 inh -1, ERp5 block -8, esBAF inh 3, C2C12 statin -22, miR122 inh -1[16.7 µM] and Cneo AK release -4.
`CN(C)c1ccc(C(C[N+](=O)[O-])c2c(N)n(C)c(=O)n(C)c2=O)c(F)c1C#N` (stereo not drawn) gave SIRT5 inh -1, ARNT-TACC3 inh 1, ERp5 block 5, esBAF inh 11, C2C12 statin 8, miR122 inh 5 and Cneo AK release -2.
`COC(C[C@@H]1O[C@H]1[C@H](O)COCc1ccccc1)OC` gave SIRT5 inh -4, ARNT-TACC3 inh -2, ERp5 block 1, esBAF inh 5, C2C12 statin -5, miR122 inh -3 and Cneo AK release 11.
For Cc1nn(-c2ccccn2)c(C)c1Oc1ccccc1O the results were ARNT-TACC3 inh -3, esBAF inh 5, C2C12 statin 6, miR122 inh -8 and Cneo AK release 0.
CC(C)(C)c1ccc(Oc2coc3cc(OCC(=O)O)ccc3c2=O)cc1 was read as SIRT5 inh -5, ARNT-TACC3 inh -20, ERp5 block 4, esBAF inh -10, C2C12 statin -11 and Cneo AK release -16.
COc1ccc(S(=O)(=O)N(C)C[C@H]2OCc3cnnn3CCCC(=O)N([C@H](C)CO)C[C@@H]2C)cc1 was read as SIRT5 inh -5&2&-2, ARNT-TACC3 inh 7&-1, ERp5 block 1&-1&-6, esBAF inh 4&-1&-1, C2C12 statin -9&-14&-11, miR122 inh 0 and Cneo AK release -2&44&-22.
CO[C@@H]1CN(C)C(=O)c2cc(NC(=O)C3CC3)ccc2OC[C@H](C)N(CC2CCOCC2)C[C@@H]1C was read as SIRT5 inh 0, ERp5 block 1, esBAF inh -3, C2C12 statin 7 and Cneo AK release -1.
`C[C@H](CO)N1C[C@H](C)[C@@H](CN(C)C(=O)Nc2ccccc2)Oc2ccc(NC(=O)Cc3ccccc3)cc2C1=O` gave SIRT5 inh 4&9, ARNT-TACC3 inh -10&-3, ERp5 block 4&5, esBAF inh 3&-1, C2C12 statin -22&21, miR122 inh 11[16.7 µM] and Cneo AK release 1&0.
`CC1CN(S(=O)(=O)c2cccc(C(=O)N3CCC(C(N)=O)CC3)c2)CC(C)O1` (stereo not drawn) gave ARNT-TACC3 inh -14, ERp5 block -3, esBAF inh -9, C2C12 statin 2, miR122 inh 1 and Cneo AK release 3.
CCOCCOC(=O)C1=C(C)Nc2ccc(C)cc2S1 was read as ARNT-TACC3 inh 15, esBAF inh 20, C2C12 statin -3, miR122 inh 19 and Cneo AK release -2.

3 entries from above, sorted by heavy-atom count, rising:
Screening Cc1c(O)ccoc1=O returned SIRT5 inh 0, ARNT-TACC3 inh 4, ERp5 block 4, esBAF inh -1, C2C12 statin -4, miR122 inh 0 and Cneo AK release 0.
CC(C)(C)c1ccc(Oc2coc3cc(OCC(=O)O)ccc3c2=O)cc1 was read as SIRT5 inh -5, ARNT-TACC3 inh -20, ERp5 block 4, esBAF inh -10, C2C12 statin -11 and Cneo AK release -16.
`CN(C)c1ccc(C(C[N+](=O)[O-])c2c(N)n(C)c(=O)n(C)c2=O)c(F)c1C#N` (stereo not drawn) gave SIRT5 inh -1, ARNT-TACC3 inh 1, ERp5 block 5, esBAF inh 11, C2C12 statin 8, miR122 inh 5 and Cneo AK release -2.

The results go on.
For CC1(C(=O)NC23CC4CC(CC(C4)C2)C3)CC1(Cl)Cl (stereo not drawn) the results were ARNT-TACC3 inh -4, esBAF inh -8, C2C12 statin -4, miR122 inh 3 and Cneo AK release 0.
`C[C@H](CO)N1C[C@H](C)[C@H](CN(C)C(=O)Nc2ccc(C(F)(F)F)cc2)OCCCC[C@H](C)Oc2ccc(NC(=O)NC3CCCCC3)cc2C1=O` gave ARNT-TACC3 inh -4, ERp5 block 2, esBAF inh -1, miR122 inh 27[16.7 µM] and Cneo AK release 51.
For COc1ccc(NS(=O)(=O)c2ccc3c(c2)OCCO3)cc1OC the results were SIRT5 inh -7, ARNT-TACC3 inh -1, ERp5 block 8, esBAF inh -17, C2C12 statin -13, miR122 inh 28 and Cneo AK release 0.
Screening Cc1cccc(C)c1OCC(O)CN1CCc2ccccc2C1 (stereo not drawn) returned SIRT5 inh -3, ARNT-TACC3 inh 18 and ERp5 block 2.
Screening O=C(NCCN1C(=O)S/C(=C\c2cccnc2)C1=O)C1=NN(c2ccccc2)C(=O)CC1 returned SIRT5 inh 3, ARNT-TACC3 inh 6, ERp5 block 1 and miR122 inh 0.
O=C(NCC[C@@H]1CC[C@H](NC(=O)C2CCC2)[C@H](CO)O1)c1ccc(F)cc1 was read as SIRT5 inh 2, ARNT-TACC3 inh 5, ERp5 block 9, esBAF inh -4, C2C12 statin 8 and Cneo AK release -1.
COc1ccc(OC)c(-n2nnnc2SCC(=O)Nc2nc(C)c(C)s2)c1 was read as ARNT-TACC3 inh 2, esBAF inh -2, C2C12 statin -14, miR122 inh 2 and Cneo AK release 1.
`O=C(C[C@@H]1C[C@@H]2c3cc(NC(=O)Nc4ccccc4F)ccc3O[C@@H]2[C@@H](CO)O1)NCC1CC1` gave SIRT5 inh 9, ARNT-TACC3 inh 6, ERp5 block -7, esBAF inh 6, C2C12 statin 0, miR122 inh -1[16.7 µM] and Cneo AK release -2.
For O=C(CCc1nnc2ccc(NCc3ccco3)nn12)Nc1ccccc1F the results were SIRT5 inh -5, ARNT-TACC3 inh -1, ERp5 block -6, esBAF inh -9, C2C12 statin -9, miR122 inh -5 and Cneo AK release 2.
Screening CCOC(=O)c1sc(C)c2c(=O)n(CC)nnc12 returned ARNT-TACC3 inh -20, esBAF inh -1, C2C12 statin -1, miR122 inh 1 and Cneo AK release -9.
`C[C@H](CO)N1C[C@H](C)[C@H](CN(C)Cc2ccc(Oc3ccccc3)cc2)Oc2ccc(NC(=O)Nc3ccc4c(c3)OCO4)cc2C1=O` gave SIRT5 inh 2, ARNT-TACC3 inh 3, ERp5 block 9, esBAF inh -2, miR122 inh -6[16.7 µM] and Cneo AK release 5.
Screening CCOc1ccccc1NC(=O)COc1cccc(-n2cnnn2)c1 returned ARNT-TACC3 inh -16, esBAF inh 3, C2C12 statin 1, miR122 inh 1 and Cneo AK release -1.
`O=C(NCCN1CCOCC1)c1ccc2c(c1)N(Cc1cccc(Cl)c1)C(=O)c1ccccc1S2(=O)=O` gave ERp5 block 5, esBAF inh -1, C2C12 statin -6, miR122 inh -1 and Cneo AK release 3.
For Cc1ccc(C(=O)Nc2nnc(C)s2)cc1 the results were SIRT5 inh 1, ARNT-TACC3 inh 3, ERp5 block -49, miR122 inh -3 and Cneo AK release 9.
For C[C@@H]1CN([C@@H](C)CO)C(=O)c2cc(C#CC3CC3)cnc2O[C@@H]1CN(C)S(C)(=O)=O the results were SIRT5 inh 5, ARNT-TACC3 inh 0, ERp5 block 0, esBAF inh -13, C2C12 statin 30, miR122 inh 5[16.7 µM] and Cneo AK release 76.
Screening CCC(=O)N(C)C[C@H]1[C@H](c2ccc(C3=CCCCC3)cc2)[C@@H](CO)N1C(=O)CC returned ARNT-TACC3 inh 4, esBAF inh 7, C2C12 statin 30, miR122 inh 7[16.7 µM] and Cneo AK release 0.
`Cc1ccccc1OCC(=O)N1N=C(C(F)(F)F)CC1(O)C(C)(C)C` (stereo not drawn) gave ARNT-TACC3 inh -6, esBAF inh -3, C2C12 statin 20, miR122 inh 14 and Cneo AK release -1.
`O=S(=O)(c1cccs1)N1CCN(CCc2ccccc2)CC1` gave SIRT5 inh 2, ARNT-TACC3 inh -1, ERp5 block 10, esBAF inh 18, C2C12 statin 3, miR122 inh 9 and Cneo AK release 0.

Assay outcomes deposited in PubChem BioAssay by Broad Institute.
